Assay outcomes: PubChem, Icahn School of Medicine at Mount Sinai
RBX1-CUL1 inh: blocks human RBX1-Cullin-1 di-ubiquitin formation; in vitro K48 di-Ub FRET, acceptor:donor ratio, 45 min; inhibition, % at 10 µM; P62877+Q13616; hit rate 0.6% among 140,000; AID 1347404; in the data active = inhibition above about 25%
Target sequence (P62877 whole entry, looked up): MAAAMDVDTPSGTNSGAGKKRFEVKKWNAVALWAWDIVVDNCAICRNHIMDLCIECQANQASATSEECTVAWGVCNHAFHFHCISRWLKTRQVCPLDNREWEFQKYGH
Target sequence (Q13616 whole entry, looked up): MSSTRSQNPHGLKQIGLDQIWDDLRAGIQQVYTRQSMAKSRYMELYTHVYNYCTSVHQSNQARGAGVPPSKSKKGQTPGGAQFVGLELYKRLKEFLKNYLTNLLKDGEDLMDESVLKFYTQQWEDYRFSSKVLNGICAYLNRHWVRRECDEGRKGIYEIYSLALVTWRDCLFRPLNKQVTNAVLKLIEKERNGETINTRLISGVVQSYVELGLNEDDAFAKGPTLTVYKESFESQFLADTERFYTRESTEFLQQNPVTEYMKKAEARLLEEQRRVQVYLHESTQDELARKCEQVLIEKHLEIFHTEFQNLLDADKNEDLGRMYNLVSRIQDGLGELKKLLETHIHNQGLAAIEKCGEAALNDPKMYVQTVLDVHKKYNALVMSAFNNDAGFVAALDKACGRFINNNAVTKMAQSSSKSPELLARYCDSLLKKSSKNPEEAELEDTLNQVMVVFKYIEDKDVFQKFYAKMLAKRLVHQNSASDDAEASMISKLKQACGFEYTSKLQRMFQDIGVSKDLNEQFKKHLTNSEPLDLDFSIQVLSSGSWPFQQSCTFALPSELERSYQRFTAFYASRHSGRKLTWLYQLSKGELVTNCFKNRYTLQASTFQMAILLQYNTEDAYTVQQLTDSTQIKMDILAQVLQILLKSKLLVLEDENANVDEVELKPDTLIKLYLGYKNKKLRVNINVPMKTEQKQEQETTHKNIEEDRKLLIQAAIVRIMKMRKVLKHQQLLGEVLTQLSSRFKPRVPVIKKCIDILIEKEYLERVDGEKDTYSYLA
Numbers without * were called inactive.

SMILES	RBX1-CUL1 inh
Cc1ccc(N2C(=S)NC(=NC(/C=C/c3ccc(Cl)cc3Cl)C(C)(C)C)C2(C)C)cc1 (stereo not drawn)	2
CCOC(=O)/C(C#N)=C/c1ccc(-c2ccc(Br)cc2)o1	-5
COc1ccc(C2CC(c3ccc(C)cc3)=NN2S(=O)(=O)c2ccc(C)cc2)cc1 (stereo not drawn)	4
O=C(Cc1ccccc1)Nc1nc2c(s1)C(=O)CC(C(=O)NCC1COc3ccccc3O1)C2 (stereo not drawn)	2
CC1SCCN1S(=O)(=O)c1ccc(Cl)cc1 (stereo not drawn)	4
O=C(NC1CC1)C1CCCN(C2CCN(C(=O)CCc3ccco3)CC2)C1 (stereo not drawn)	8
Cc1ccccc1N1C(=O)CCC1(C#N)c1ccccc1OCc1ccccc1 (stereo not drawn)	10
COc1cc(C=Nc2ccc(N3CCNCC3)cc2)ccc1OC(=O)c1ccc([N+](=O)[O-])cc1	-2
Cc1cc(/C=C2/SC(=O)N(C)C2=O)c(C)n1-c1ccc(Cl)cc1	2
CCOc1ccc2nc(N3C(=O)C(=O)C(C(=O)c4cc5ccccc5o4)C3c3cccs3)sc2c1 (stereo not drawn)	-2
O=C1c2ccccc2C(=O)c2c1cccc2S(=O)(=O)Nc1ccc(Cl)cc1	10
CCCCCCCCCCOc1ccc(C(=O)OC2CCC(C(C)(C)C)CC2)cc1 (stereo not drawn)	-1
O=C1c2ccc(I)cc2C(=O)N1c1ccc([N+](=O)[O-])cc1	-3
COc1cccc(C(=O)NCCc2sc(-c3cccc(C)c3)nc2C)c1	-7
O=C(CSc1cccc2cccnc12)N/N=C/c1c(O)ccc2ccccc12	3
Cc1ccccc1N1CCN(S(=O)(=O)c2nnc(NC(=O)c3ccc(C(C)C)cc3)s2)CC1	8
COc1ccc(C2CC(C(F)(F)F)n3ncc(C(=O)NCC4CCCO4)c3N2)cc1OC (stereo not drawn)	-10
COc1cccc(/C=C/C(=O)c2ccc(I)cc2)c1OC	1
COc1ccc2c(c1)NC(C)(C)c1ssc(=Nc3ccc(C)c(Cl)c3)c1-2	-1
O=C(NCC(c1cccnc1)N1CCc2ccccc2C1)C(=O)Nc1cccc(Cl)c1 (stereo not drawn)	1
CCS(=O)(=O)c1c(Nc2cc(C)ccc2C)sc(C(=O)c2ccccc2)c1N	-11
Cc1ccc(S(=O)(=O)NC(=O)NN2C(=O)c3ccccc3C2=O)cc1	13
CCOC(=O)c1cnc2ccc(C(=O)OC)cc2c1Nc1ccccc1CC	13
COc1cccc(-c2ccc3c(N)c(C(=O)Nc4ccc(F)cc4Cl)sc3n2)c1	-1
CCSc1nc(-c2ccc(OC)cc2)nc2c1Cc1c(CO)cnc(C)c1O2	1
Cc1nn2c(N)c(C#N)cnc2c1-c1ccccc1	-6
CCN1CCCC1CN(Cc1ccoc1)CC1CCN(CCOC)CC1 (stereo not drawn)	0
CCCCCCNC(=O)CCc1c(C)nc2nc(-c3cc(OC)cc(OC)c3)nn2c1C	-2
O=C(Cc1coc2ccc3ccccc3c12)N1CCCC1	13
COc1ccc(Br)cc1C(=O)N1CCCC1	-2

Exported in CSV form: entries from further up
structure,RBX1-CUL1 inh
O=C(Cc1coc2ccc3ccccc3c12)N1CCCC1,13
Cc1ccccc1N1CCN(S(=O)(=O)c2nnc(NC(=O)c3ccc(C(C)C)cc3)s2)CC1,8
CCOC(=O)c1cnc2ccc(C(=O)OC)cc2c1Nc1ccccc1CC,13
COc1ccc(Br)cc1C(=O)N1CCCC1,-2
CCN1CCCC1CN(Cc1ccoc1)CC1CCN(CCOC)CC1 (stereo not drawn),0

Other structures.
SMILES	RBX1-CUL1 inh
O=C(CCCc1nc(-c2ccccc2)no1)Nc1cc(C(F)(F)F)cc(C(F)(F)F)c1	7
COc1cccc(N2CCN(Cc3nc(N)nc(N4CCCCC4)n3)CC2)c1	0
COc1cc(NC(=O)CC(c2ccc(C)cc2)N2Cc3ccccc3C2=O)cc(OC)c1 (stereo not drawn)	-5
O=C(NCc1ccccc1)C1=NC(c2ccccc2)OC1/C=C/c1ccccc1 (stereo not drawn)	9
CCc1ccc(NC(=O)Cn2c(C(=O)OC)cc3oc(C)cc32)cc1	-12
O=C(/C=C/c1coc2ccccc2c1=O)N1CCc2[nH]nc(C3CCC3)c2C1	0
FC(F)(F)c1ccc(N2CCN(c3ccc(C(F)(F)F)cn3)CC2)nc1	4
Cn1c(=O)n(C)c2cc(N3CCCCC3)c(N)cc21	-2
CCOC(=O)c1cc(S(=O)(=O)N2CCN(c3ccccc3F)CC2)[nH]n1	-3
CCCCS(=O)(=O)Nc1cccc(CC)c1	-9
COc1ccccc1-n1c(=O)c2c(n3c(SCC(=O)c4ccc(Br)cc4)nnc13)-c1ccccc1CC21CCCCC1	-2
COc1ccc(N2CCN(Cc3nc4c(c(=O)[nH]c(=O)n4C)n3Cc3ccc(C)cc3)CC2)cc1	2
CCc1nn(-c2cc(Oc3cccc4ccccc34)nc(SC)n2)c(N)c1C#N	-8
O=C(Nc1nc2ccccc2s1)c1cc(-c2ccc3c(c2)OCO3)nc2ccccc12	1
CCOc1ccc(CCNC(=O)c2ccc3[nH]c(C)c(C)c3c2)cc1	2
COC(=O)c1ccc(N2CCN(C(=O)CC3(c4ccccc4OC)CC(=O)N(C)C3=O)CC2)cc1 (stereo not drawn)	12
CCC(C)NS(=O)(=O)c1ccc(Br)cc1 (stereo not drawn)	-3
CC12CCC(C(=O)Nc3ccccc3Sc3ccccc3)(OC1=O)C2(C)C (stereo not drawn)	2
COc1cc2nc(NCc3ccccc3Cl)n3nc(-c4cccnc4)nc3c2cc1OC	5
CCOc1ccc(S(=O)(=O)N2CCC(n3c(C)nc4cccnc43)CC2)cc1	-2
Cc1c(F)c(F)c(O)c(F)c1F	7
C(=C\c1nn2c(-c3ccncc3)nnc2s1)/c1ccccc1	0
Cc1[nH]c(=O)[nH]c(=O)c1[N+](=O)[O-]	9
O=C(Nc1nnc(S(=O)(=O)N2CCCC2)s1)c1ccc(F)cc1	-6
COc1cc(C)c(S(=O)(=O)Nc2ccc(I)cc2)cc1C	8
O=C(c1cnc(N2CCCCC2)c2ccccc12)N1CCN(c2ccccc2F)CC1	-8
COc1ccc(OC)c(C2C(C(=O)Nc3ccc(C)cc3C)C(C)=Nc3c(C(=O)Nc4ccc(F)cc4)cnn32)c1 (stereo not drawn)	-1
O=[N+]([O-])c1ccc(C=Nc2ccc(Cl)c([N+](=O)[O-])c2)o1	-12
Cc1ccc(C)c(NC(=O)NC(=O)C(F)(F)F)c1	2
COc1ccc(-c2ccc(/C=C(/C#N)S(=O)(=O)c3ccccc3)o2)cc1	29*

6 of the entries above in order of the RBX1-CUL1 inh value, falling.
Structure | RBX1-CUL1 inh
COc1ccc(-c2ccc(/C=C(/C#N)S(=O)(=O)c3ccccc3)o2)cc1 | 29*
CC12CCC(C(=O)Nc3ccccc3Sc3ccccc3)(OC1=O)C2(C)C (stereo not drawn) | 2
C(=C\c1nn2c(-c3ccncc3)nnc2s1)/c1ccccc1 | 0
COc1ccc(OC)c(C2C(C(=O)Nc3ccc(C)cc3C)C(C)=Nc3c(C(=O)Nc4ccc(F)cc4)cnn32)c1 (stereo not drawn) | -1
CCC(C)NS(=O)(=O)c1ccc(Br)cc1 (stereo not drawn) | -3
O=C(Nc1nnc(S(=O)(=O)N2CCCC2)s1)c1ccc(F)cc1 | -6

Carrying on:
SMILES	RBX1-CUL1 inh
CN(CCCCN1CCOCC1)[C@@H]1c2ccccc2C2(CCNCC2)[C@H]1O	3
COCCn1c(COc2ccc(Cl)cc2)nc2ccccc21	11
Cc1cccc(-c2nnn3c2nc(NCc2ccc4c(c2)OCO4)c2ccccc23)c1	-1
O=S(=O)(c1ccc(OC(F)(F)F)cc1)N1CCC(c2nc3ccccc3s2)CC1	6
COc1cc(CC2=NC(=S)N(C)C2=O)c(Br)cc1OCc1ccc(Cl)cc1	18
O=C1N(Cc2cccc(Cl)c2)C[C@@H]2C[C@@H](c3cccc4cnccc34)N3CCC[C@@]123	10
CCOC(=O)N1CCc2c(sc3c2c(=O)n(-c2ccc(Cl)cc2)c(=O)n3CC(C)C)C1	-4
Cc1ccccc1-n1nc(CO)c(C(=O)NCCc2ccccc2)n1	-4
S=c1[nH]nc(SCc2ccc(I)cc2)c2[nH]cnc12	0
COc1ccccc1-c1cn2c(C(=O)N(C)Cc3cnn(C)c3)csc2n1	-4
Cc1ccc(-c2nc(NC(=O)c3ccccc3Cl)sc2-c2ccc([N+](=O)[O-])cc2)cc1	-4
Cc1nonc1CN(C)C(=O)c1coc(CN2CCc3ccccc3C2)n1	3
Fc1ccccc1N1CCN(c2ncnc3onc(-c4ccc(Cl)cc4)c23)CC1	6
COC(=O)c1ccccc1NC(=O)N1c2ccccc2Sc2ccccc21	2
CC1(C)CC(=O)C2=C(C1)Nc1cccnc1NC2c1cccnc1 (stereo not drawn)	-1
Cc1ccc(S(=O)(=O)N=C2Cc3ccccc3N2C)cc1	27*
CC1(C)CC(=O)C/C(=N\NC(=O)c2cccs2)C1	-2
Cc1ccc2oc(=O)c3cc(C(=O)Nc4ccc(F)cc4F)sc3c2c1	-2
COc1c(C)cc(Br)cc1C(=O)Nc1ccc(S(N)(=O)=O)cc1	-2
O=C(Nc1ccc2ccccc2c1)c1ccc(Cl)c([N+](=O)[O-])c1	-3
O=C1c2cc(Cl)c(Cl)cc2C(=O)N1CNc1ccccc1	4
CC(=O)OCCN1CCN(C(=O)CN2C(=O)NC(c3ccccc3)(c3ccccc3)C2=O)CC1	5
CCOC(=O)c1cnc2sccn2c1=O	9
Cn1c(=O)c2c(ncn2CCC(=N)N2CCOCC2)n(C)c1=O	1
CCCn1cc(S(=O)(=O)c2cc(C)ccc2C)c(=O)c2cc(F)c(N3CCOCC3)cc21	3
CCOc1ccc(S(=O)(=O)N2CCN(c3cccc(Cl)c3)CC2)c2ccccc12	12
O=C(NCC(c1ccc2c(c1)OCO2)N1CCN(c2ccccc2)CC1)C(=O)Nc1ccccc1 (stereo not drawn)	-4
O=C(CCc1cn[nH]c1)N1CCC(C2CCN(Cc3cccnc3)CC2)C1 (stereo not drawn)	-4
COc1ccc(Nc2nc(Cl)c(C(F)(F)F)c(Cl)c2Cl)cc1	8
Cc1nc2c(c(SCC(=O)Nc3ccccc3C(F)(F)F)n1)CCC2	-7
Cc1cc(C)n(-c2nc3cc(Cl)ccc3nc2Nc2ccc(C)c(F)c2)n1	12
O=C1c2ccccc2-c2ccc(-c3nc(-c4ccc(Cl)cc4Cl)[nH]c3-c3ccccc3)cc21	2
Cc1cc(C)nc(SCC(=O)Nc2ccc3ccccc3c2)n1	1
COc1cccc(C(=O)CSc2nc(C3CC3)cc(C(F)(F)F)c2C#N)c1	-2
Cc1c(C(=O)Nc2cccc(-c3nc4ccccc4s3)c2)oc2ccc(F)cc12	0
COc1ccc(S(=O)(=O)NCC(=O)Nc2ccccc2Br)cc1OC	0
CCOc1ccc(CCNC(=O)c2cccc(-n3c(C)nc4cccnc43)c2C)cc1	0
O=C(c1ccc2c(c1)OCCO2)N(Cc1cccnc1)c1nc2c(F)cccc2s1	6
Cn1c(=O)[nH]c(=O)c2nn(Cc3ccccc3)c(Br)c21	-5
Cc1nc(N2CCCC2C(=O)NCCC2=CC[C@H]3C[C@@H]2C3(C)C)nc2cc(S(C)(=O)=O)ccc12 (stereo partly drawn)	11
CS(=O)(=O)Nc1ccccc1N=C(c1ccccc1)c1ccccc1	-5
COC(=O)c1ccccc1NC(=O)CSc1cc(-c2ccccc2)nc(C)n1	5
O=C1c2ccccc2-c2ccccc2C1(O)Cc1ccccc1 (stereo not drawn)	9
COc1ccc(S(=O)(=O)NC2CC(C)(C)NC(C)(C)C2)cc1C	8
CCN1CCN(c2nc(C)c(CCC(C)C)c(=O)[nH]2)CC1	14
CCN1CCN(C(=O)C23CCC(C)(C(=O)O2)C3(C)C)CC1 (stereo not drawn)	3
Cc1ccc(NC(=O)Cn2c(SCc3ccc(F)cc3)nc3cccnc32)cc1F	-5
Cc1nc2sccn2c1CN1CCC2(CC1)CC2C(=O)NCc1ccco1 (stereo not drawn)	2
Cc1cn2c3c(=O)[nH]c(=O)n(C)c3nc2n1CCCN1CCCCC1	7
CC1CCN(S(=O)(=O)c2cc(C(=O)N3CCN(c4ccccc4F)CC3)n(C)c2)CC1	-2
O=C(CSc1nc2ccncc2[nH]1)Nc1ccccc1C(F)(F)F	0
CC(=O)Nc1nc(C)c(Br)s1	9
CCOc1ccc(-n2c(C)nc3cc(N=Cc4ccc([N+](=O)[O-])o4)ccc32)cc1	0
Nc1nc2c(ncn2S(=O)(=O)c2cccc([N+](=O)[O-])c2)c(=O)[nH]1	11
Cc1cc(C)c(S(=O)(=O)NC(C)(C)C)cc1C	3
COc1cccc(C(=O)CSc2nc3c(c(-c4cccnc4)c2C#N)CCCC3)c1	2
COc1ccc(NC(=O)CSc2nc(-c3cccs3)c3c(c2C#N)CCCC3)cc1	-2
Cc1cccc(NC(=O)c2c(-c3c(F)cccc3Cl)noc2C)c1	8
COC(=O)c1ccc(NC(=O)CCCC(=O)OCC(=O)c2ccc(Cl)cc2)cc1	-1
Cc1ccc(N2CCN(S(=O)(=O)c3nnc(NC(=O)c4ccc(C(C)C)cc4)s3)CC2)cc1	0

(continued)
SMILES	RBX1-CUL1 inh
CCc1ccc(CNC(=O)COc2cc(=O)n(CC)c3ccccc23)cc1	1
Cc1cccc2c1Oc1nc3ccccc3nc1O2	-8
CCOC(=O)c1nn(-c2ccccc2)c2nnc(Cc3ccc(C)cc3)c(=O)n12	3
CCOC(=O)c1c(N)sc2c1CCCCCCCCCCC2	-8
Cc1nn(C)c2c1c(C(F)(F)F)cc(=O)n2Cc1ccc(Br)cc1F	6
Cc1[nH]n(-c2ccccc2)c(=S)c1C=NCCCN=Cc1c(C)[nH]n(-c2ccccc2)c1=S	5
CCOC(=O)C1C(C)=NC2=C(C(=O)c3ccccc32)C1c1ccc(O)cc1 (stereo not drawn)	1

A portion of the library. The share of hits here may be higher or lower than overall.
